TTR transcr act = TTR transcription activation, primary screen. AID 1117267. SH-SY5Y TTR promoter Gaussia luciferase, luminescence; 100% = recombinant luciferase protein wells. activation, % at 16.7 µM. 92,000 tested, 1.3% active;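 active means activation above the mean of all tested compounds plus 3 SD, cut at about 9.5% in these data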;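 further: cells exposed to compounds for one day before reading; 0% = median of all test compound wells on the plate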
* = called active by the depositor. Some of the compounds tested. The share of hits here may be higher or lower than overall.

molecule	TTR transcr act
C=CCN(CC=C)C[C@@H]1CSCCS(=O)(=O)N1	0.3
COc1ccc(C(=O)NCCc2nnc(SCC(=O)Nc3ccccc3C(C)C)n2C)cc1	-0.6
CCOC(=O)NN1C(=O)c2ccccc2NC1c1ccccc1 (stereo not drawn)	-0.8
Cc1ccc(NC(=O)CN(C)C(=S)NC2CC2)cc1	-2.2
CC1=NNC(=O)C1CC(=O)N/N=C/C(Br)=C/c1ccccc1 (stereo not drawn)	7.1
COc1ccc(CC(=O)NC(C)(C)C)cc1S(=O)(=O)N1CCOCC1	2.8
Cc1oc2cc(O)ccc2c(=O)c1Oc1ccccc1	1.5
COc1cccc(-c2cc3nc(-c4ccco4)cc(N4CCN(C(C)=O)CC4)n3n2)c1	-1.8
C/C(=N\NC(N)=S)c1ccc(-n2ccnc2)cc1	-1.2
Cc1ccc(N(CCC#N)C(=O)CCl)cc1C	-3.3
CC(C)(C)C(CN1CCCC1)OC(=O)c1ccccc1 (stereo not drawn)	-1.6
CC(=O)Nc1cccc(-c2csc(Nc3cccc(C)n3)n2)c1	-2.6
Cc1cc(NC(=O)C(Cl)Cl)cc2c1OCO2	0.7
c1ccc(Oc2cccc(OCCn3cncn3)c2)cc1	5.1
CCOCCCNC(=O)COc1ccc(OC)cc1	-0.9
COC(=O)c1ccc(Nc2cc(C)nc3ccccc23)cc1	0.3
CC1CN(S(=O)(=O)c2cccc(C(=O)OCC(=O)N3CCCCCC3)c2)CC(C)O1 (stereo not drawn)	2.5
CCCCn1c(N)c(N(CC)C(=O)c2ccc3c(c2)S(=O)(=O)c2ccccc2C3=O)c(=O)[nH]c1=O	0.5
O=C(CSc1ncnc2c1cnn2-c1cccc(Cl)c1)NCC1CCCO1 (stereo not drawn)	1.4
O=C(O)C(Cc1cc2ccccc2[nH]1)N1C(=O)C2CC=C(Cl)CC2C1=O (stereo not drawn)	7.6

Going on with the list.
molecule	TTR transcr act
N#Cc1cnn2cc(CCN3CCOCC3)c(-c3ccc(F)cc3)nc12	-0.3
COC1OC2COC(c3ccccc3)OC2C(OC(=O)c2ccccc2)C1OC(=O)c1ccccc1 (stereo not drawn)	-0.7
CSCC[C@H](NC(=O)c1cc([N+](=O)[O-])ccc1Cl)c1nc2ccccc2[nH]1	-1.0
O=C(N/N=C/c1cc([N+](=O)[O-])ccc1O)C(O)(c1ccccc1)c1ccccc1	1.1
CCC1CCCCN1C(=O)c1sc2ncnc(N(CC)CC)c2c1C (stereo not drawn)	-0.1
CCNS(=O)(=O)c1ccc(NC(=O)Nc2cc(C)ccc2OC)cc1	-1.3
COc1ccc(-c2nc(=S)[nH][nH]2)cc1OC	0.2
CCCCN(CC)CCCNC(=O)c1cc2c(-c3ccc(OC)c(OC)c3)nn(C)c2s1	3.7
CCOc1ccc(Nc2nc(N)nc(CN3CCN(c4ccccc4F)CC3)n2)cc1	-0.7
O=c1c([N+](=O)[O-])cccn1Cc1cccc(Cl)c1	0.9
CCCC1CCC2(CC1)CCC2OC(=S)Nc1ccc(I)cc1 (stereo not drawn)	-0.1
Cc1cc(S(=O)(=O)NC2CCCCC2)ccc1OCC(=O)NCc1ccccn1	3.5
COc1ccc(-c2cc(-c3ccc(Cl)cc3)c(C#N)c(SCC(=O)O)n2)cc1	-2.7
CNc1cc(N2CCN(S(=O)(=O)N(C)C)CC2)ccc1[N+](=O)[O-]	-2.1
CC(C)(CNC(=O)Cc1ccc(Cl)cc1Cl)N1CCOCC1	-1.1
Cc1nn(Cc2cccc(Oc3ccccc3)c2)c(C)c1NC(=O)NC12CC3CC(CC(C3)C1)C2	0.6
Cc1cc(C)n(C(C)CC(=O)N2CCc3ccccc32)n1 (stereo not drawn)	1.0
CC1(c2ccccc2)NC(=O)N(CC(=O)Nc2cc(S(=O)(=O)N3CCOCC3)ccc2Cl)C1=O (stereo not drawn)	-0.8
CCCc1c(-c2cccc(F)c2)ncn1Cc1ccccc1OC	-0.1
CCc1ccc(-c2cnc3ccccc3n2)cc1NC(=O)CNC(=O)c1ccccc1	3.1

New compounds follow:
molecule	TTR transcr act
O=C(COC(=O)/C=C/c1ccc(Cl)cc1)Nc1cccc(S(=O)(=O)NC2=NCCCCC2)c1	1.6
S=c1[nH]c2cnccc2n1Cc1ccccc1	0.6
COc1ccccc1CN(C)CC(=O)Nc1ccc(Cl)cc1C(F)(F)F	0.6
Cc1ccc(CNC(=O)c2ccc(NS(=O)(=O)c3cccs3)cc2)cc1	0.5
Cn1c(SCC(=O)Nc2nc3c(s2)CCCC3)nnc1-c1ccccc1	1.4
CCc1ccc(S(=O)(=O)NCCOc2cccc3cccnc23)cc1	0.3
Brc1ccc(OCc2ccccc2)c(CNCc2ccncc2)c1	-3.9
Cc1cc(NC(=O)CCC(=O)N(CC(=O)NCC2CCCO2)c2ccc(F)c(Cl)c2)no1 (stereo not drawn)	1.5
COc1cccc(C(C)(O)c2nc(-c3cccc(C(C)C)c3)cs2)c1 (stereo not drawn)	3.9
COc1cc(NC(=O)C(C)C)ccc1NC(=O)c1cc2ccccc2o1	0.2
CC(=O)NC(CC(=O)Nc1cccc(S(=O)(=O)N2CCCC2)c1)c1ccccc1 (stereo not drawn)	2.6
Cc1cccc(/C=N/N2CCN(c3ccccc3)CC2)c1	-4.1
Cc1sc2nc3ccc(N4CCCCC4)nn3c(=O)c2c1C	-3.4
COc1ccc(CN2C(=O)CN(S(C)(=O)=O)CC2(C)C(=O)Nc2ccc3c(c2)OCCO3)cc1OC (stereo not drawn)	1.2
S=c1[nH]nc(-c2ccc(Cl)cc2)n1/N=C/c1ccco1	0.6
O=C(Nc1csc([N+](=O)[O-])c1)Nc1ccccc1Cl	-3.3
O=C(Nc1ccc(-c2nc3ccccc3[nH]2)cc1)c1ccc2c(c1)OCO2	-5.7
CC(CCc1ccccc1)NC(=O)c1ccc(NC(=O)c2ccccc2)cc1 (stereo not drawn)	-0.7
COC(=O)CC1C(=O)NCCN1C(=S)Nc1cccc(C(F)(F)F)c1 (stereo not drawn)	-1.9
O=C(Cc1ccccc1)Nc1ncnc2c1C(c1ccccc1)c1c(ccc3ccccc13)O2 (stereo not drawn)	-5.8

More entries follow.
molecule	TTR transcr act
CN(C)S(=O)(=O)c1cccc(C(=O)NCC(C)(C)CNC(=O)c2cccc(S(=O)(=O)N(C)C)c2)c1	-1.8
CCn1c(CNC(=O)COc2c(C)cccc2C)nnc1SCC(=O)Nc1nccs1	1.6
COc1cccc(-c2sc3ccc(OC)cc3c2-c2ccc(OC)cc2F)c1	0.1
O=C(Nc1ncc([N+](=O)[O-])s1)C1CCN(S(=O)(=O)c2cnc[nH]2)CC1	-0.3
CC(C)(C)C(=O)C(Oc1cccc2nonc12)n1cncn1 (stereo not drawn)	0.3
CCCc1cc(C(=O)NNC(=S)NCC2CCCO2)cs1 (stereo not drawn)	0.5
COc1ccc(OCC(=O)N2CCN(C(=O)Cc3ccccc3)CC2)cc1	1.6
O=C(O)c1ccccc1SCc1cn2cc(Br)ccc2n1	0.1
CC(C)NC(=S)N/N=C/c1cccnc1	0.3
O=C(CNS(=O)(=O)c1ccc(Br)s1)N1CCN(c2ccc(F)cc2)CC1	-1.4
CCc1ccccc1NC(=O)CCNS(=O)(=O)c1cc(Br)cnc1N	0.2
COc1ccc(S(=O)(=O)CCC(=O)Nc2cc(C)ccc2OC)cc1	-0.9
CCN1/C(=C(\O)c2ccccc2)C(=O)c2ccccc2S1(=O)=O	-2.7
Cc1ccc(-c2nnn(CC(=O)N(CC(=O)NC(C)C)c3cnc4ccccc4c3)n2)o1	-3.2
COc1ccccc1CNC(=O)C(CC(C)C)NS(=O)(=O)c1ccc2c(c1)oc(=O)n2C (stereo not drawn)	0.0
COc1ccc(CC2SC(N)=NC2=O)cc1 (stereo not drawn)	0.4
CCOC(=O)NN1C(=O)c2ccccc2NC1c1cccc(O)c1 (stereo not drawn)	3.4
CCOC(=O)c1cnc2cc(F)c(F)cc2c1N1CCOCC1	3.7
CSc1ccc(C(=O)C2CCCN(C(=O)c3csc(C(C)=O)c3)C2)cc1 (stereo not drawn)	4.2
CC(=O)Nc1cccc(NC(=O)CSc2n[nH]c(-c3ccccc3)n2)c1	2.6

Additional compounds.
compound | TTR transcr act
Cc1nn2c(c1-c1ccccc1)NC1=C(C(=O)CCC1)C2c1ccccc1 (stereo not drawn) | 4.2
CCOc1ccc(CNC(=O)c2ccc(Sc3ccc(C)cc3)c(NC(C)=O)c2)cc1OC | 1.2
CCCCC1(C)Nc2ccccc2-c2nc3ccccc3n21 (stereo not drawn) | -0.7
CCOP(=O)(OCC)C(Nc1ccccn1)c1ccccc1 (stereo not drawn) | 3.6
c1ccc(-c2nc(N3CCOCC3)c3ccccc3n2)nc1 | -1.8
Cc1cc(C)n2nc(C(=O)OCC(=O)N3C(C)CCCC3C)nc2n1 (stereo not drawn) | 0.6
COc1ccc(-n2c(=O)c3ccccc3n(CC(=O)NCc3ccco3)c2=O)cc1 | 2.7
Cc1ccc(/C=N/c2sc3c(c2C(N)=O)CCCC3)o1 | -0.6
C/C(=N\NC(=O)c1ccc(CSc2nncn2C)cc1)c1ccc(Cl)cc1 | 4.2
C/C(=N/NC(=O)CN1CCN(Cc2ccccc2Cl)CC1)c1cccnc1 | 5.2
COc1ccc(COC(=O)CN2C(=O)NC3(CC(C)CC(C)(C)C3)C2=O)cc1F (stereo not drawn) | 0.5
Cn1cc(/C=N/NC(=O)COc2ccccc2[N+](=O)[O-])c2ccccc21 | 1.6
CSc1ccccc1C(=O)OCC(=O)N1CCCCCC1 | 1.7
COCCCn1c(C)csc1=Nc1cccnc1 | -1.4
O=C(/C=C/[C@H]1O[C@@H](n2cnc3c(NC(=O)c4ccccc4)ncnc32)[C@H](O)[C@@H]1O)NCC(c1ccccc1)c1ccccc1 | -0.7
CCCC1CCC2(CC1)CCC2OC(=S)Nc1cccc(I)c1 (stereo not drawn) | 0.9
CCN1CCN(CC(=O)Nc2cc(S(=O)(=O)N(CC)c3ccccc3)ccc2Cl)CC1 | -0.1
Cc1cccc(C)c1-n1nnnc1C1(C)CCC(=O)N1Cc1ccc(F)cc1 (stereo not drawn) | 1.1
Cc1ccc(NC(=O)Cn2cc(C(=O)C3CC3)c3ccccc32)cc1 | 1.1
Cc1cccc(C(=O)Nc2ccc(S(=O)(=O)N3CCOCC3)cc2C)c1 | 1.5

(cont.)
compound | TTR transcr act
O=c1cc(-c2ccccc2)nc2c(Cl)cc(Cl)cn12 | 0.4
CCn1c(CNC(=O)c2ccc(F)cc2)cc2ccccc21 | 2.2
Cc1cccc(NC(=O)C(=O)NCC2CCCO2)c1 (stereo not drawn) | 6.0
COC(=O)CNC(=O)[C@H](Cc1ccccc1)NC1(C(=O)NCCc2c[nH]c3ccccc23)CCCCC1 | -1.6
Cc1ccc(S(=O)(=O)c2nc(S(C)(=O)=O)sc2N2CCC(C(N)=O)CC2)cc1 | 1.1
COc1cc(OC)cc(C(=O)OCC(=O)NC2CCCCCC2)c1 | -1.7
COc1ccc(NC(=O)CNc2cc(S(=O)(=O)N3CCOCC3)ccc2N2CCOCC2)c(OC)c1 | -0.1
CC(C)C(NC(=O)[C@H](Cc1ccc(O)cc1)NC(=O)OC(C)(C)C)P(=O)(O)OC(Cc1ccccc1)C(=O)O (stereo partly drawn) | -0.2
CC(=O)Nc1ccc2nc(SCC(=O)O)sc2c1 | 1.5
O=S(=O)(c1ccccc1)[C@@]1(c2ccc(Br)cc2)C[C@@H]2ON=C(c3cccc(Br)c3)[C@@H]2C1 | -0.9
Cc1ccc(S(=O)(=O)CCC(=O)N2CCc3ccccc32)cc1 | -3.1
Cc1ccc(/C=C/C(=O)c2ccccc(=O)c2O)c(C)c1 | 0.1
COc1ccc(CCNC(=S)Nc2cc(C)ccc2C)cc1 | -0.7
C=CCn1c(SCC(=O)NC2CCCCC2)nnc1C(C)NC(=O)c1cccs1 (stereo not drawn) | -2.3
Cc1ccc(NC(=O)CN(C)CC(=O)Nc2cccc(F)c2)cc1S(=O)(=O)N1CCCCCC1 | -2.5
COc1cc(C(=O)NCC(=O)OCc2ccc(F)cc2)cc(OC)c1OC | -2.9
O=C(c1cccnc1)N1CCc2ccccc21 | -0.4
Cc1cc(C)nc(N2CCCC(C(=O)Nc3ccc(F)cc3)C2)n1 (stereo not drawn) | -3.8
COc1cccc(OC)c1C(=O)NC(=O)Oc1c(F)cccc1F | 0.3
Cc1ccc(CCNC(=O)CNC(=O)c2cccs2)cc1 | -1.6
COc1cccc(S(=O)(=O)N(C)C[C@@H]2OCc3cn(nn3)CCCC(=O)N([C@@H](C)CO)C[C@H]2C)c1 | 11*

Structures above containing a thiophene ring, fused or not (12):
compound | TTR transcr act
CCC1CCCCN1C(=O)c1sc2ncnc(N(CC)CC)c2c1C (stereo not drawn) | -0.1
CCCCN(CC)CCCNC(=O)c1cc2c(-c3ccc(OC)c(OC)c3)nn(C)c2s1 | 3.7
Cc1ccc(CNC(=O)c2ccc(NS(=O)(=O)c3cccs3)cc2)cc1 | 0.5
Cc1sc2nc3ccc(N4CCCCC4)nn3c(=O)c2c1C | -3.4
O=C(Nc1csc([N+](=O)[O-])c1)Nc1ccccc1Cl | -3.3
COc1cccc(-c2sc3ccc(OC)cc3c2-c2ccc(OC)cc2F)c1 | 0.1
CCCc1cc(C(=O)NNC(=S)NCC2CCCO2)cs1 (stereo not drawn) | 0.5
O=C(CNS(=O)(=O)c1ccc(Br)s1)N1CCN(c2ccc(F)cc2)CC1 | -1.4
CSc1ccc(C(=O)C2CCCN(C(=O)c3csc(C(C)=O)c3)C2)cc1 (stereo not drawn) | 4.2
Cc1ccc(/C=N/c2sc3c(c2C(N)=O)CCCC3)o1 | -0.6
C=CCn1c(SCC(=O)NC2CCCCC2)nnc1C(C)NC(=O)c1cccs1 (stereo not drawn) | -2.3
Cc1ccc(CCNC(=O)CNC(=O)c2cccs2)cc1 | -1.6

High-throughput results (PubChem BioAssay)
